CHT PAM – allosterically activates the human high affinity choline transporter | Q9GZV3 | CHT-expressing cells, membrane potential dye, choline EC20; active compounds read high; LV-AA mutant CHT in HEK293 cells | B-score at 10 µM | actives 0.49% (n = 310,000);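 active means initial fluorescence not abnormally high and integrated response B-score, plate-corrected, over 3 SD above library mean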
Target sequence (Q9GZV3 whole entry, looked up): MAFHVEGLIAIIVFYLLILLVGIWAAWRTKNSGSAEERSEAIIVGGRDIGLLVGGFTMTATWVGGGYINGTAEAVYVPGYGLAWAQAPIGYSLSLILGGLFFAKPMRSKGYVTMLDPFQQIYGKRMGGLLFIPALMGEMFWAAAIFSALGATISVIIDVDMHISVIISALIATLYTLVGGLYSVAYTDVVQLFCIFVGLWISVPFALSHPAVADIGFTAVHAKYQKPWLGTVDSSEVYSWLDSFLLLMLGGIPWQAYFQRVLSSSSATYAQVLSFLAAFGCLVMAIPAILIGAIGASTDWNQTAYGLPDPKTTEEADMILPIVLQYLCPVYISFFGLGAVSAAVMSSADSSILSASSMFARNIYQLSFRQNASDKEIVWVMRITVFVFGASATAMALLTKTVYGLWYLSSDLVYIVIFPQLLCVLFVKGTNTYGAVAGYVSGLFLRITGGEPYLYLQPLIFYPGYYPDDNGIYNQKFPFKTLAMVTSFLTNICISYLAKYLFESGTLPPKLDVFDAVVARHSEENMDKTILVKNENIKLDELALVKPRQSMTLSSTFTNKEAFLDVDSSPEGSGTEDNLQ
CHT block – inhibits the human high affinity choline transporter. Q9GZV3. actives 0.86% (n = 310,000). CHT-expressing cells, membrane potential dye, choline response; active compounds read low. AID 488975. B-score at 10 µM;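 active means B-score over 3 SD under the library average, and starting fluorescence ratio not unusually high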;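 further: choline stimulus applied at its EC90 after an EC20 pre-addition; B-score computed on integrated fluorescence ratio after choline addition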
The depositor's hits bear a star; i = inactive.

SMILES	CHT PAM	CHT block
Cc1ccc(C)c(N2CCN(C(=O)c3csc4ccccc34)CC2)c1	i	i
COc1ccc(OC)c(Nc2ccc(C(=O)O)cc2[N+](=O)[O-])c1	i	-6.7*
COc1ccc2nc(NC(=O)CCN3C(=O)c4ccccc4C3=O)sc2c1	i	i
COc1cccc(NS(=O)(=O)c2ccc(C)c(C(=O)N3CCCCC3)c2)c1	i	i
O=C(OCC(=O)N1CCN(c2ccccc2)CC1)c1ccccc1[N+](=O)[O-]	i	i
CCOCC(=O)N1CCN(Cc2ccc3c(c2)OCO3)CC1	i	i
Cc1nc2c(Cl)c(C)nn2c2c1CCC2	i	i
CCOC(=O)c1cnn(-c2ccccc2)c1-n1cccc1C(=O)C(=O)N(CC)CC	i	i
O=C(NCc1ccccn1)c1c(Cl)cccc1Cl	i	i
O=C(c1ccccc1)N1CCN(C(=O)c2ccncc2)CC1	i	i
COC(=O)c1ccccc1NC(=O)Nc1nnc(N2CCC(C)CC2)s1	i	i
N#CC1CC(c2ccccc2)Nc2cc(Cl)ccc2N1 (centres undefined)	i	i
Cc1ccc(NC(=O)Nc2ccc(S(N)(=O)=O)cc2)cc1	i	i
CCOC(=O)c1ccc(NNC(=O)CC)c([N+](=O)[O-])c1	i	i
COc1ccc(N/N=C(\C#N)C(=N)N2CCCCC2)cc1	i	i
O=C(Nc1ccc(F)c([N+](=O)[O-])c1)c1ccc2c(c1)OCCO2	i	i
Clc1ccc(Cn2ncc3c(N4CCCCC4)ncnc32)c(Cl)c1	i	i
CCOC(=O)C1(Cc2cccc(OC)c2)CCN(Cc2ccc(C)s2)CC1	i	i
Cc1ccc2c(c1)c(CC(=O)Nc1ccc(C)c(F)c1)c(C(=O)O)n2C	i	-5.4*
Cc1nn(C)c(C)c1NC(=O)CSc1nnc(C)n1-c1ccccc1	i	i
CCC(C)n1[nH]c(=O)cc1N (centres undefined)	i	i
COc1ccc(CC2C(=O)OC(C)(C)OC2=O)cc1	i	i
COc1cc(C(=O)NNC(=S)NC(=O)c2ccccc2C)cc(OC)c1OC	i	i
Cc1ccc(C)c(C(=O)CSc2nnnn2C(C)C)c1	i	i
CC(=O)Nc1ccc(S(=O)(=O)NNC(=O)NC23CC4CC(CC(C4)C2)C3)cc1	i	i
COC(=O)c1c(C)[nH]c(C=Nc2ccc(OC)cc2)c1C	i	i
CC(NC(=O)/C=C/c1cnc2ccccc2n1)C12CC3CC(CC(C3)C1)C2 (centres undefined)	i	i
CCn1c(=O)cc(N2CCC3(CC2)OCCO3)[nH]c1=O	i	i
CC(C)c1nc(CN2CCCCC2)cc(=O)[nH]1	i	i
CS(=O)(=O)N(CCCC(=O)N1CCCCCC1)c1cccc(Cl)c1	i	i

As a short view, some entries already given.
SMILES	CHT PAM	CHT block
CCOC(=O)C1(Cc2cccc(OC)c2)CCN(Cc2ccc(C)s2)CC1	i	i
Cc1ccc2c(c1)c(CC(=O)Nc1ccc(C)c(F)c1)c(C(=O)O)n2C	i	-5.4*
Cc1nn(C)c(C)c1NC(=O)CSc1nnc(C)n1-c1ccccc1	i	i
CCC(C)n1[nH]c(=O)cc1N (centres undefined)	i	i
COc1ccc(CC2C(=O)OC(C)(C)OC2=O)cc1	i	i
COc1cc(C(=O)NNC(=S)NC(=O)c2ccccc2C)cc(OC)c1OC	i	i
Cc1ccc(C)c(C(=O)CSc2nnnn2C(C)C)c1	i	i

Next entries follow:
SMILES	CHT PAM	CHT block
O=C(COC(=O)c1ccccc1NC(=O)c1ccco1)NC1CC1	i	i
COc1cccc(C2=Nc3cccc4cccc(c34)N2)c1	i	i
O=C(O)C(Cc1ccccc1)n1cnnn1 (centres undefined)	i	i
COc1ccccc1OCCC(=O)OCC(=O)Nc1ccc(S(=O)(=O)N2CCOCC2)cc1	i	i
O=C(OCC(=O)N1CCCC1)c1c2c(nc3ccccc13)CCCCC2	i	i
OCC[C@@H]1C[C@H](O)[C@@H](O)[C@]2(Cc3ccccc3CCO2)O1	i	i
CC1(OC(=O)CCc2ccccc2)C(=O)C=C2C=C3CCCN3C=C2C1=O (centres undefined)	i	i
COc1ccc(NC(=O)CS(=O)CC(=O)N2CCN(C3CCCC3)CC2)cc1 (centres undefined)	i	i
CCCCOc1nc(N)nc(-c2ccccc2)n1	i	i
O=C(Cn1cnc([N+](=O)[O-])n1)N/N=C/c1cccc(Cl)c1	i	i
CC(C)Cn1c(SCC(=O)NC(=O)Nc2ccc3c(c2)OCCO3)nc2ccccc2c1=O	i	i
Cc1ccc2nc(-c3cccc(Br)c3)cc(C(=O)NC3=NCCS3)c2c1	i	i
O=C(CC12CC3CC(CC(C3)C1)C2)NCC(=O)N1CCCC1	i	i
CC(C)c1ccc(N(C(=O)c2ccco2)C(C(=O)NC2CCCC2)c2cccnc2)cc1 (centres undefined)	i	i
NC(=O)c1nsc(C(=O)N(CCc2ccccc2)C(C(=O)NC2CCCC2)c2ccco2)c1N (centres undefined)	i	i

Some of these compounds in order of number of heavy atoms, largest number first.
SMILES	CHT PAM	CHT block
CC(NC(=O)/C=C/c1cnc2ccccc2n1)C12CC3CC(CC(C3)C1)C2 (centres undefined)	i	i
Cc1ccc2c(c1)c(CC(=O)Nc1ccc(C)c(F)c1)c(C(=O)O)n2C	i	-5.4*
COc1ccc(N/N=C(\C#N)C(=N)N2CCCCC2)cc1	i	i

Further records follow:
SMILES	CHT PAM	CHT block
Cc1c(N2C(=O)C3C4C=CC(C5CC45)C3C2=O)c(=O)n(-c2ccccc2)n1C (centres undefined)	i	i
CN(C)CCc1c[nH]c2ccc(C[C@H]3COC(=O)N3)cc12	i	i
O=Cc1ccc(C(=O)OCC(=O)N2CCCC2)cc1	i	i
COC(=O)C1CCN(C(=O)C2CCCCC2)CC1	i	i
CCCCC(CC)C1OCC(C[N+]2(C)CCOCC2)O1 (centres undefined)	i	i
COC(=O)CCN(C(=O)C1C2CC3CC(C2)CC1C3)c1ccccn1 (centres undefined)	i	i
COc1ccc(C(=O)COC(=O)COc2cc(C)cc(C)c2)cc1	i	i
COc1ccc(C(C)=O)cc1COc1cccnc1[N+](=O)[O-]	i	i
Cc1ccc(SC2CC(=O)N(c3ccc4c(c3)OCCO4)C2=O)cc1 (centres undefined)	i	i
O=C(NC1CCCCC1)C1CCN(C(=O)c2ccc(Cl)cc2)CC1	i	i
Cc1ccc2nc(N(CCCN(C)C)C(=O)c3ccc4c(c3)CCCC4)sc2c1	i	i
O=C(NCc1ccccc1)C(=O)NCC1OCCN1C(=O)c1ccc(Cl)cc1 (centres undefined)	i	i
Cn1c(SCC(=O)c2ccc(F)cc2)nnc1-c1cccnc1	i	i
Cc1cc2ccccn2c1C(=O)c1ccc(C#N)cc1	i	i
COc1ccccc1C1(O)CCN(CC(=O)Nc2nc(-c3ccccc3)cs2)CC1	i	i
Nc1ccc(N2CCCCC2)c(Cl)c1	i	i
Cc1nn(C(C)(C)C)c(N)c1-c1ccccc1	i	i
CC(=O)N(C(C)=O)n1c(/C=C/c2ccc([N+](=O)[O-])cc2)nc2ccccc2c1=O	i	i
O=C(c1noc2c1CCCC2)N1CCN(c2ccc(F)cc2)CC1	i	i
Cn1c(CNC(=O)CNS(=O)(=O)c2ccc(Cl)cc2)cc(=O)n(C)c1=O	i	i
O=C(Nc1nnc(SCCN2CCOCC2)s1)C1CC(=O)N(c2ccccc2)C1 (centres undefined)	i	i
O=C(COC(=O)CCc1ccc(S(=O)(=O)N2CCOCC2)cc1)NCc1ccccc1Cl	i	i
CCN(CC)CCNC(=O)c1c(O)c2c([nH]c1=O)CCCC2	i	i
CN1/C(=C\C(=O)c2cccnc2)Sc2ccccc21	i	i
Cc1cc2nc(-c3ccc4c(c3)CCC4)ccn2n1	i	i
Cc1nc(-c2nc(-c3c(C(=O)NNC(=O)Nc4ccccc4)noc3C)cs2)cs1	i	i
O=C(CSc1nnc(-c2cccnc2)o1)Nc1ccccn1	i	i
Cc1cc(C(=O)NCc2ccc(F)cc2)n(-c2ccccc2)n1	i	i
CC(=O)N1CCC2(CC1)CC(=O)c1cc(OCC(=O)NCc3ccc(C)cc3)ccc1O2	i	i
O=C(O)c1cc(-c2cccc([N+](=O)[O-])c2)nc2ccccc12	i	i
CCOC(=O)c1ccc(NC(=O)c2nc[nH]c2C(=O)N2CCC(C)CC2)cc1	i	i
CCOC(=O)C1(Cc2cccc(OC)c2)CCN(Cc2cnc(C)s2)CC1	i	i
CC(=O)N1CCc2cc(Br)cc(S(=O)(=O)N3CCN(C(=O)c4ccco4)CC3)c21	i	i
Cn1c(SCC(=O)c2ccccc2)nnc1C1COc2ccccc2O1 (centres undefined)	i	i
Cc1ccc(Sc2c(C)nn(C(=O)C3CC3)c2C)cc1	i	i
O=C(NCCCc1ccccc1)C1CCN(c2nnc(-n3cccc3)s2)CC1	i	i
O=C(Nc1ccccn1)C1CCN(c2ncnc3c2nc2n3CCCCC2)CC1	i	i
O=C(Cn1ncc2c3ccccc3n(Cc3ccccc3F)c2c1=O)NCCCN1CCCC1=O	i	i
COCc1cc(C)c2c(N)c(C#N)sc2n1	i	i
CCCc1cc(=O)[nH]c(SCC(=O)c2[nH]c(C)c(C(=O)OCC)c2C)n1	i	i
O=C(NCc1ccc(N2CCCC2=O)cc1)Nc1cccc2ccccc12	i	i
O=C(CSc1nnc(CNc2ccc(F)cc2)o1)N1CCN(C(=O)c2ccco2)CC1	i	i
COc1cc(NC(=O)COc2cccc(C)c2C)ccc1NC(=O)c1ccco1	i	i
O=C(Cc1ccccc1)Nc1cccc(NC(=O)c2ccccc2)c1	i	i
O=S(=O)(c1cccc(NC(=S)N2CCN(c3cccc(Cl)c3)CC2)c1)C(F)F	i	i
N/C(=N\c1nc(CSc2nnnn2-c2ccccc2)cc(=O)[nH]1)Nc1ccccc1	i	i
O=C(NCC(=O)N(c1cccnc1)C(C(=O)NC1CCCC1)c1ccccc1F)c1ccco1 (centres undefined)	i	i
CC(C)C12CN(C(=O)c3ccccc3[N+](=O)[O-])CC(C(C)C)(CN(C(=O)c3ccccc3[N+](=O)[O-])C1)C2=O	i	i
N#Cc1c(SCC(=O)O)nc(N2CCCCC2)c2c1CCCC2	i	i
CCOC(=O)C1[C@H]2C(=O)N(C(C)c3ccc(OC)cc3)C[C@]23C=C[C@H]1O3 (some centres undefined)	i	i
O=C(CSc1nnc(C2CCCCC2)n1Cc1ccccc1)NCc1ccco1	i	i
Cc1cc(C)n(/N=C/c2cccs2)c(=O)c1C#N	i	i
CCSc1nnc(NC(=O)Cn2cnc3ccccc3c2=O)s1	i	i
Cc1nc(CC(=O)Nc2nc(-c3ccccc3)cs2)cs1	i	i
O=C(CN1CCOCC1)N1CCc2ccccc2C(c2ccccc2)C1 (centres undefined)	i	i
Cc1cc(OC(=O)c2cc(Cl)ccc2Cl)c([N+](=O)[O-])c(=O)[nH]1	i	i
COc1ccc(OCCCC(=O)OCC(=O)Nc2ccc(Cl)cn2)cc1	i	i
CC(C)Nc1nnc(SCC(=O)c2c(N)n(Cc3ccccc3)c(=O)n(C)c2=O)s1	i	i
O=C1CN(Cc2ccccc2)C(=NCc2ccco2)S1	i	i
O=C(NCc1cccnc1)c1ccc(NC(=O)c2ccco2)cc1	i	i

Going on with the list:
SMILES	CHT PAM	CHT block
COc1cc(C(=O)N[C@H](C(=O)NC2CCCCCC2)C(C)C)cc(OC)c1OC	i	i
O=C(Cc1ccccc1)NC1CCS(=O)(=O)C1 (centres undefined)	i	i
Cc1cc(C)cc(NC(=O)CN(c2ccc(F)cc2)S(C)(=O)=O)c1	i	i
C/[N+]([O-])=C1\Cc2ccccc2C1=O	i	i
O=C(c1ccccc1)N1N=C(c2ccco2)CC1c1cccs1 (centres undefined)	i	i
CN1CCN(NC(=O)c2cc(Br)ccc2Cl)CC1	i	i
COc1ccc(CN(C)C(=O)Cn2ccsc2=N)cc1OC	i	i
c1ccc(-c2csc(Nc3ccccn3)n2)cc1	i	i
CC(C)(C)c1cc(N2CCOCC2)n2ncc(-c3ccccc3)c2n1	i	i
COc1ccc(C(=O)O)cc1S(=O)(=O)Nc1ccc(C)cc1	i	i
CC(=O)Nc1cccc2c1C(=O)N(c1ccccc1C)C2=O	i	i
CCCCNC(=O)C1CCN(Cc2ccccn2)CC1	i	i
CCn1c(SCC(=O)NC(C)C)nnc1-c1cccs1	i	i
CC(C)CCn1c(Oc2ccc(Cl)cc2)nc2c1c(=O)n(C)c(=O)n2C	i	i
COC(=O)c1ccccc1NC(=O)N1CSC[C@H]1C(=O)OC	i	i

Fetched one by one from the list above, five records:
SMILES	CHT PAM	CHT block
CC(C)(C)c1cc(N2CCOCC2)n2ncc(-c3ccccc3)c2n1	i	i
O=C(c1ccccc1)N1N=C(c2ccco2)CC1c1cccs1 (centres undefined)	i	i
C/[N+]([O-])=C1\Cc2ccccc2C1=O	i	i
O=C(Cc1ccccc1)NC1CCS(=O)(=O)C1 (centres undefined)	i	i
CCCCNC(=O)C1CCN(Cc2ccccn2)CC1	i	i

(list continues)
SMILES	CHT PAM	CHT block
CCN1CCN(C/C(C)=C/c2ccccc2)CC1	i	i
O=C(NCC1CCCO1)C1CC1(c1ccccc1)c1ccccc1 (centres undefined)	i	i
COCCn1c(C)cc(/C=C2/NC(=O)N(c3ccc(Cl)cc3)C2=O)c1C	i	i
O=C(O)c1cc(=O)n(Cc2ccccc2)c(=O)[nH]1	i	i
Cc1cccnc1NC(=O)c1ccc2c(c1)OCCO2	i	i
COc1cc(-c2nc(Cc3c(F)cccc3Cl)no2)cc(OC)c1OC	i	i
O=C1CN(C(=O)/C=C/c2cccc(Cl)c2)c2ccccc2N1	i	i
O=C(Nc1ccc2ccccc2c1)/C(=C/c1cccc(Br)c1)NC(=O)c1ccco1	i	i
O=C(/C=C/c1cccc([N+](=O)[O-])c1)NCc1ccccc1	i	i
O=C(NCC(c1ccco1)N1CCCCC1)c1cccc(S(=O)(=O)Nc2ccccc2Cl)c1 (centres undefined)	i	i
CCS(=O)(=O)N1CCN(c2ccnc3cc(Cl)ccc23)CC1	i	i
COC(=O)CCN1CCC(c2cc(-c3cccc(C(F)(F)F)c3)n[nH]2)CC1	i	i
COc1ccccc1N1Cc2ccccc2C1	i	i
O=C(NCc1ccccc1Cl)C1CCCN1C(=O)NC1CCCCC1 (centres undefined)	i	i

Source: PubChem (Johns Hopkins Ion Channel Center)
